LDHA block: LDHA (human) enzyme inhibition | 0.15% of 480,000 active | purified LDHA, NADH/diaphorase-resazurin fluorescence; hits give low values | activity change, % (values are at about 110 or 230 µM) | P00338; in the data active = activity change below about -30%; inconclusive = mostly about -25% to -30%;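 note: plate controls were DMSO wells for no effect and wells without enzyme for full effect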
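Resorufin fluorescence (ex540/em590), read at 0 and 20 min after diaphorase/resazurin addition, reports the NADH left after a 5 min room-temperature reaction of 2 nM human LDH5 with 0.06 mM NADH and 0.2 mM pyruvate.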
* hit, by the source's call; ? = inconclusive; & = joins results of further samples.

Structure	LDHA block
O=C(CC12CC3CC(CC(C3)C1)C2)Nc1ccccc1C(=O)c1ccccc1	2
COCC(C)NC(=O)c1cc2cc(N(C)S(=O)(=O)c3ccc(C)cc3)ccc2s1 (stereo not drawn)	5
CCOc1ccc(CCNC(=O)c2cccn2-c2nnc(N3CCCC3)s2)cc1OCC	10
Cc1nc2cc(NC(=O)COc3ccccc3F)ccc2o1	-5
COc1ccc(NC(=O)c2sc3nc4c(c(-c5ccco5)c3c2N)CCC4)cc1	4
CCCNC(=O)CSc1ncc(-c2ccccc2)o1	0
COc1cc(Br)cc2cc(C(=O)N3c4ccccc4CC3C)c(=O)oc12 (stereo not drawn)	5
Cc1ccc2c(c1)CCCN2C(=O)c1cnc2c(cnn2C(C)C)c1	-3
CN(C1CCCCCC1)S(=O)(=O)c1ccc2oc(=O)ccc2c1	-1
CC(=O)Nc1ccc(NC(=O)c2ccccc2OCC2CCCO2)cc1Cl (stereo not drawn)	-4
CCCCn1c(N)c(N(CC)C(=O)c2cc(CCC)c(C)s2)c(=O)[nH]c1=O	-15
O=C(/C=C/c1cccc(C(F)(F)F)c1)N1CCN(C(=O)C2CC2)CC1	-12
Cc1ccc(NS(=O)(=O)c2cc3c(cc2N(C)C)CCC(=O)N3)cc1C	6
COc1cc2c(c(OC)c1)C(c1ccc(Cl)cc1)C1=C(CCCC1=O)N2 (stereo not drawn)	-4
Cc1cc2c(s1)c(/C=N/O)c(C(=O)NCc1ccccc1F)n2C	-5
COc1ccc(CCNC(=O)CSc2nc(Cl)nc3nc[nH]c23)cc1	-2
O=C(CN1C(=O)NC(Cc2c[nH]c3ccccc23)C1=O)Nc1ccccc1F (stereo not drawn)	2
O=C(O)C12CC3CC(CC(Cl)(C3)C1)C2	0
Cn1nc(C(=O)OCC(=O)NCc2ccccc2)c2ccccc2c1=O	8
O=C(NCC(=O)N1CCCC1c1ccccc1)c1ccc(Cl)cc1 (stereo not drawn)	7
CC(OC(=O)c1nn(-c2ccccc2)c(=O)c2ccccc12)C(=O)N1CCCCCC1 (stereo not drawn)	5
COc1ccc(NC(C)(C)c2nnnn2-c2c(C)cccc2C)cc1OC	1
CCNc1c(NS(=O)(=O)c2ccc(F)cc2F)c(=O)oc2ccccc12	11
CCOC(=O)C1=C(C)Nc2ncnn2C1c1cccc(O)c1 (stereo not drawn)	4
CCN(Cc1cccs1)c1ncnc2ccc(-c3ccc4c(c3)OCO4)cc12	-4
Cn1c(=O)c2c(nc(N3CCN(c4ccccc4)CC3)n2Cc2ccc(F)cc2)n(C)c1=O	2
CC(C)(C)C(=O)N(c1ccc(F)cc1)C1C=CS(=O)(=O)C1 (stereo not drawn)	11
CCNc1oc(-c2ccc(S(=O)(=O)N(CC)CC)cc2)nc1C#N	-4
COc1ccc(NC(=O)C23CCC(=O)N2c2ccccc2C(=O)N3)cc1Cl (stereo not drawn)	0
Cc1ccc2nc(SCC(=O)Nc3ccc4c(c3)OCO4)[nH]c2c1	12
C=C(C)C1CCC(C)=C1CC/C(C)=N\NC(N)=O (stereo not drawn)	-2
CC(C)Cc1nn2c(=O)cc(CSCC(=O)Nc3cccc4ccccc34)nc2s1	2
COCCNC(=O)CC(C)C1CCCCC1 (stereo not drawn)	5
CC(=O)Nc1ccc(NC(=O)C2CCN(c3ccc4nnc(C(C)C)n4n3)CC2)cc1	6
Clc1ccccc1CN1CCc2ccccc2C1	0
C=CCNC(=O)NC(=O)CN(C)CCCc1ccccc1	-4
COC(=O)c1ccccc1NC(=O)N1CC(C)Oc2ccc(C)cc21 (stereo not drawn)	9
CCCCN(CCCC)S(=O)(=O)c1nc(C)c(Cl)c(C)c1C#N	-7
O=S(=O)(NC1=NCN(Cc2ccccn2)CN1)c1ccccc1	7
COc1cc(C#N)ccc1OCc1cc(C)cc(C)c1	11
Cc1ccccc1-c1nn2c(=O)cc(N3CCN(S(=O)(=O)c4ccc(F)cc4)CC3)nc2s1	15
CN(C)C(=O)c1ccccc1NS(=O)(=O)c1ccc(F)cc1	-17
CCNS(=O)(=O)c1cc(C(=O)NC(C)C)ccc1OC	5
CCn1nc(C(=O)N2CCC(C(N)=O)CC2)c2ccccc2c1=O	-3
CC1CCC(NC(=O)CSc2nc3cc([N+](=O)[O-])ccc3o2)CC1 (stereo not drawn)	7
Cc1ccc2nc(-c3ccc(N)cc3)cc(C(=O)O)c2c1	10
Cc1c(CC(=O)O)c(=O)oc2c(C)c(OCc3cccc(Cl)c3)ccc12	10
O=C(Nc1nccs1)c1csc(NC2CC2)n1	12
CCC(C)(CNC(=O)NCc1csc(C)n1)N1CCOCC1 (stereo not drawn)	9
CC(C)Nc1nc(-c2ccc(NS(C)(=O)=O)cc2)cs1	-8
N#Cc1c(NC(=O)c2ccnn2C(F)F)sc2c1CCCCC2	1
Cc1cc(C)c(C)c(S(=O)(=O)N2CCN(CC(=O)NC(=O)NC(C)(C)C)CC2)c1C	2
CCN(Cc1ccc(OC)c(F)c1)C(=O)c1nn(C)c(=O)c2ccccc12	-5
Cc1ccc(OCC(=O)Nc2cc(-c3nc4ccccc4o3)ccc2C)cc1	-2
O=C(N/N=C/c1ccccc1[N+](=O)[O-])NC1CCCCC1	?
N#Cc1ccc(OCCSCc2cccc(F)c2)cc1	14

The listing continues:
Structure	LDHA block
CCCCN1C(=O)C(=O)NC[C@@H]1CC1CCCCC1	0
CCCSc1nc2c(c(=O)[nH]c(=O)n2C)n1Cc1cccc(Br)c1	8
Cc1cc(C)c(NC(=O)CCNC(=O)Cc2ccccc2)c(C)c1	-3
CC1CCCC/C1=N\NC(=O)CCC(=O)Nc1ccc(Br)cc1 (stereo not drawn)	-2
Cc1[nH]c(C#N)c(C)c1C=O	0
CC(C)[C@@H]1Cc2[nH]c(=O)[nH]c(=O)c2[C@H](C)O1	-5
CC(NC(=O)CC1C=CCC1)c1ccc(Cl)c(Cl)c1 (stereo not drawn)	9
CC(Nc1ncccc1[N+](=O)[O-])c1cccc(Cl)c1 (stereo not drawn)	0

By substructure: the entries above containing two or more sulfur atoms.
Structure	LDHA block
COCC(C)NC(=O)c1cc2cc(N(C)S(=O)(=O)c3ccc(C)cc3)ccc2s1 (stereo not drawn)	5
CC(C)Cc1nn2c(=O)cc(CSCC(=O)Nc3cccc4ccccc34)nc2s1	2
Cc1ccccc1-c1nn2c(=O)cc(N3CCN(S(=O)(=O)c4ccc(F)cc4)CC3)nc2s1	15
O=C(Nc1nccs1)c1csc(NC2CC2)n1	12
CC(C)Nc1nc(-c2ccc(NS(C)(=O)=O)cc2)cs1	-8

(further entries)
Structure	LDHA block
Cc1ccccc1NC(=O)c1cc(=O)c2ccc(C)c(C)c2o1	5
Cc1cc(C)cc(C(=O)NCC(c2ccccc2)c2c[nH]c3ccccc23)c1 (stereo not drawn)	-3
Cc1ccc(Oc2nc(-c3cccnc3)nc3ccccc23)cc1	-22
CCC(CNC(=O)Cn1cnc2c1c(=O)n(C)c(=O)n2C)c1ccccc1 (stereo not drawn)	5
CN(C)S(=O)(=O)c1ccc(-c2nc(C#N)c(NCCCn3ccnc3)o2)cc1	-3
Cc1ccc(Cl)cc1N1CCN(C(=O)CCNS(=O)(=O)c2ccc3[nH]c(=O)ccc3c2)CC1	3
CCCCNC(=O)c1ccc(NC(=O)c2ccccc2C)cc1	3
CCN(CC)Cc1ccc(CNC(=O)Cc2c[nH]c3ccccc23)cc1	1
COc1ccc(C(=O)/C=C/c2ccccc2Cl)cc1CSCC(=O)O	-3
Cc1cc(NC(=O)C(C)N(c2ccccc2)S(C)(=O)=O)ccc1Br (stereo not drawn)	-24
COc1ccc(CCC(=O)Nc2nc(C)c(C(C)=O)s2)cc1	10
COc1ccc(OCC(=O)Nc2nc(-c3ccc(Br)o3)ns2)cc1	-4
O=C(O)C/C(=C/c1cccc(O)c1)c1nc2ccccc2o1	-4
CC(C)c1ccc(NC(=O)c2nc3ccccc3n(C)c2=O)cc1	-2
O=c1cc(CN2CCN(Cc3ccccc3)CC2)c2cc(O)c(-c3ccccc3)cc2o1	3&-1
COc1cc(C=O)cc(Br)c1OCc1cccc(C)c1	3
COC(=O)c1ccc(OCc2ccc(Cl)cc2)cc1	38
Cc1ccnc(NC(=O)c2cnc3ccccc3n2)c1	12
O=C(CSc1cnc2cc(S(=O)(=O)N3CCCCC3)ccc2n1)Nc1ccccc1	-2
O=C(NC(C1CC1)C1CC1)c1ccc(Cl)c(Cl)c1	2
O=C(NNC(=S)Nc1ccccc1)c1ccc(NC(=O)C2CC2)cc1	8
CNCCN(C)C1CCCCC1	0
CCC1CCCCN1S(=O)(=O)c1ccc(NC(=O)c2cc(=O)c3cc(C)ccc3o2)cc1 (stereo not drawn)	7
Cn1cnc2c1c(=O)n(Cc1ccc(Br)cc1)c(=O)n2C	-5

The final two entries of the part before come first, to join the parts.
Structure	LDHA block
CCC1CCCCN1S(=O)(=O)c1ccc(NC(=O)c2cc(=O)c3cc(C)ccc3o2)cc1 (stereo not drawn)	7
Cn1cnc2c1c(=O)n(Cc1ccc(Br)cc1)c(=O)n2C	-5
COc1ccc(/C=C/C(=O)CC(=O)c2cc(Cl)ccc2O)cc1	-10
CC(CNC(=O)c1ccc(C(C)(C)C)cc1)NC(=O)c1ccc(C(C)(C)C)cc1 (stereo not drawn)	-23
O=C(Nc1ccc(S(=O)(=O)Nc2cnc3ccccc3n2)cc1)c1ccccc1	-2
OC(COCc1ccc(Cl)cc1)Cn1nnc(-c2cccc(Cl)c2)n1 (stereo not drawn)	3
Cc1ccc(-c2noc(-c3cccn3CC(=O)N3CCc4ccccc43)n2)cc1	0
O=C1NC[C@H](CCCCN2C[C@H](Cc3ccc(O)cc3)N(Cc3ccccc3)C(=O)C2=O)N(CC2CCCCC2)C1=O	1
COc1ccccc1CNC(=O)c1nn(C)c(=O)c2ccccc12	-2
O=C(O)C(CCCCCCCCCCCO)C(=O)O	-9
O=C(O)COc1ccc(/C=C2\NC(=O)NC2=O)cc1Br	3
CCOC(=O)[C@]12CCCC=C1N(Cc1ccccc1)C(=O)[C@H](CC(=O)NCc1cccs1)C2	-5
O=C(Nc1ccccc1O)c1nn(-c2ccccc2)c(=O)c2ccccc12	0
COc1ccc2c(c1)CCC/C2=N\OC(=O)c1cc(SC)ccc1Cl	19
Cc1ccc(S(=O)(=O)N2CCN(C(=O)CN3CCCCC3)C2c2ccccc2)cc1 (stereo not drawn)	3
CCN1CCN(c2nc(Nc3ccc(Cl)cc3)c3nccnc3n2)CC1	1
O=C(Nc1ccccc1[N+](=O)[O-])C(F)(F)C(F)(F)C(F)(F)F	-2
Cn1cnc2c1c(=O)n(CC(=O)NCc1ccccc1Cl)c(=O)n2C	-13
Cc1ccc(S(=O)(=O)N2C(c3ccc(Cl)c(Cl)c3)CC=C(C(=O)O)C2c2cccc(Cl)c2)cc1 (stereo not drawn)	-7
Cc1ccc(C(=O)Nc2cccc(-c3nc4ccccc4o3)c2)cc1[N+](=O)[O-]	-2
Cn1nc(C(=O)OCC(=O)N2c3ccccc3NC(=O)C2(C)C)c2ccccc2c1=O	1
N#C/C(=C/c1cccc(F)c1)C(=O)c1c[nH]c2cc(F)ccc12	12
Cc1ccc(C)c(NC(=O)c2cc(-c3cc(C)oc3C)nc3onc(C)c23)c1	1
N#Cc1c(C(F)(F)F)cc(-c2ccccc2)nc1SCCc1ccccc1	2
Cc1ccccc1NC(=O)CSc1nc2ccccc2nc1C	-19
COc1ccccc1OCc1nc(C#N)c(NCc2ccc3c(c2)OCO3)o1	0

Looked up above:
Cc1ccc(C(=O)Nc2cccc(-c3nc4ccccc4o3)c2)cc1[N+](=O)[O-] in LDHA block reads -2
Cn1nc(C(=O)OCC(=O)N2c3ccccc3NC(=O)C2(C)C)c2ccccc2c1=O in LDHA block reads 1

Continued.
Structure	LDHA block
N#CC1=C(N)OC2=C(C(=O)CC(c3ccccc3)C2)C1c1ccc(Cl)cc1Cl (stereo not drawn)	12
C(#Cc1ccccc1)CSc1nc2ccccc2s1	2
CC(C)C(=O)N1N=C(c2ccc3c(c2)OCO3)CC1c1ccc2nccnc2c1 (stereo not drawn)	-22
CCOC(=O)/C(=C/c1ccc(Cl)s1)c1nccn1C	14
CCC(C)(NC(=O)Cc1c[nH]c2ccccc12)C(=O)NC1CCCC1 (stereo not drawn)	26
Cc1ccc(NC(=O)C2CCCCC2)cc1Cl	1
O=c1oc2ccccc2c(NC2CCCC2)c1NS(=O)(=O)c1ccc(F)c(F)c1	4
Cc1cc2oc(=O)cc(CN3CCc4cc(S(N)(=O)=O)ccc43)c2cc1C	5
CCOC(=O)[C@]12CCCC=C1N(CCc1ccc(OC)c(OC)c1)C(=O)[C@H](CC(=O)N1CCCCC1)C2	2
O=C(O)COc1ccc(S(=O)(=O)Nc2ccc(Cl)c(Cl)c2)cc1	5
CCCCNC(=S)Nc1cccc(C)c1	0
Cc1nc2ccc(C(=O)N3CCN(CC(=O)NCc4ccccc4)CC3)cc2nc1C	15
O=C1CC(c2ccccc2O)Cc2nc(N3CCN(c4ccccc4F)CC3)ncc21 (stereo not drawn)	1
COc1ccccc1CCN1CNc2c(c(=O)[nH]c(=O)n2-c2cccc(Cl)c2C)C1	4
CN(C(=O)c1c(Cl)c2ccccc2n1C)c1ccccc1	-3
O=C(/C=C/c1ccccc1[N+](=O)[O-])OCCCC(=O)c1ccc(Br)cc1	1
CCCCNC(=O)C1c2ccccc2OCC(=O)N1Cc1ccc2c(c1)OCO2 (stereo not drawn)	-2
CCOc1c(CNc2ccc(N3CCOCC3)c(C(=O)O)c2)cccc1OC	-7
COc1cccc(C(=O)Nc2cccc3cccnc23)c1	11

These rows are one share of the data. The share of hits here may be higher or lower than overall.
